Yeast lifespan up = extends the lifespan of yeast; S. cerevisiae growth with nicotinamide, OD615; deaD strain in restrictive glucose medium; inhibition of the nicotinamide effect, % at 10 µM; 130,000 tested, 0.68% active; AID 775;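 active means inhibition above a set limit, placed 3 SD over the median of all compounds, cut at about 26% in these data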;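 further: 0% = nicotinamide-treated wells and 100% = cells grown without nicotinamide; some compounds called inactive have numbers as strong as hits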
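assay system = DeaD-strain S. cerevisiae | measured by = absorbance at 615 nm | probe or stimulus = nicotinamide 1.5 mM | buffer or medium = CSMM-D glucose medium, restrictive | times = 48 h at 30 °C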
NPY-Y2 antag = NPY-Y2 (human) receptor antagonism; NPY-Y2 expressing cells, antagonist mode; inhibition, % at 2.7 µM; 140,000 tested, 0.99% active; AID 793; in the data active means inhibition above about 17%;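 further: 0% = vehicle with agonist challenge and 100% = reference antagonist with challenge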
Target sequence (P49146 whole entry, looked up): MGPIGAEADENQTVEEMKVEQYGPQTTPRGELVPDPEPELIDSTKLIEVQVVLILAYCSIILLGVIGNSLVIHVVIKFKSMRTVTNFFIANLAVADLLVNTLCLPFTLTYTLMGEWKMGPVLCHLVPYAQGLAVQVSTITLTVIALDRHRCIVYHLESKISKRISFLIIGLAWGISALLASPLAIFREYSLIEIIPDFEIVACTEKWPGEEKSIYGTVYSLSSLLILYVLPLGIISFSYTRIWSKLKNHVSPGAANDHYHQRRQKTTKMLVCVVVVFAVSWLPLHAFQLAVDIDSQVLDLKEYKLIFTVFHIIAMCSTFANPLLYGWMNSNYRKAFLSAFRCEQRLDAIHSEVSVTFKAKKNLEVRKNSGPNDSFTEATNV
GALR2 blocker = GALR2 (human) receptor antagonism; AID 828; GALR2-expressing cells, antagonist mode; O43603; 140,000 tested, 0.39% active; inhibition, % at 4 µM; in the data active means inhibition above about 27%;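 further: cells stimulated with galanin 1-16 at roughly its EC80; 0% = agonist challenge control and 100% = basal control without agonist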
Target sequence (O43603 whole entry, looked up): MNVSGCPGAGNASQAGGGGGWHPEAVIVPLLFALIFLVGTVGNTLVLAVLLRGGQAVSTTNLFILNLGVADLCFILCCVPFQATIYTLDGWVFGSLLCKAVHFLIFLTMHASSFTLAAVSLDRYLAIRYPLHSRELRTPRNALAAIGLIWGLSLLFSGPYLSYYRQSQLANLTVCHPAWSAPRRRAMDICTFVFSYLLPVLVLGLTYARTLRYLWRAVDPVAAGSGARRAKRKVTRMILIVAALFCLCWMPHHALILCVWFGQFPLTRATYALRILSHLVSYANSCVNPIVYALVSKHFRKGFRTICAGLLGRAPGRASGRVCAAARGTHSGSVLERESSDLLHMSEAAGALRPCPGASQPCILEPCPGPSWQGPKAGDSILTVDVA
MRP1 act = activators of MRP-1; H69AR cells + doxorubicin, viability rescue, CellTiter-Glo; viability increase, % at 10 µM; 140,000 tested, 0.61% active; AID 799;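 active means viability gain under doxorubicin at or above a set limit, the compound median plus 3 SD, cut at about 4.7% in these data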;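 further: MRP-1 overexpressing cells given doxorubicin 25 µM after compound pretreatment; 18-22 h compound pretreatment then 72 h with doxorubicin before readout; 0% = doxorubicin-only wells and 100% = vehicle-treated cells without doxorubicin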
Phagocyt inh = macrophage phagocytosis inhibition. AID 1029. J774A.1 macrophage IgG-bead phagocytosis, imaging. 110,000 tested, 0.07% active. inhibition, % at 5 µM;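 active means inhibition above the mean of the plate negative controls plus 5 SD, cut at about 13% in these data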;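 further: phagocytic index as fraction of beads internalized from green versus red external bead signal; plate controls were DMSO negative control for no effect and cytochalasin-D positive control for full effect; some results beyond the cut were filed as inactive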
E-sel TNF inh = blocks E-selectin expression induced by TNF alpha. HUVEC TNFa-induced E-selectin immunofluorescence, high content. inhibition, % at 2 µM. 120,000 tested, 0.71% active;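 active means inhibition above the batch mean plus 3 SD, and confirmed as a hit on visual image review, cut at about 43% in these data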;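 further: 0% = TNF-stimulated DMSO wells and 100% = unstimulated control wells; not every result past the cut was called active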
Measles CPE = protection of cells from measles virus | 140,000 tested, 1.5% active | protection (pct of control), % at 4 µM | Measles virus-infected cells, CPE protection, absorbance; in the data active means protection mostly above about 24%, no sharp cut-off; inactive means mostly below about 26%; further: some compounds called inactive have numbers as strong as hits
HCT116 PTEN-null = suppresses growth of cells with PTEN deletion; viability, % at 10 µM; 140,000 tested, 1.2% active; AID 827; HCT116 PTEN-null viability, CellTiter-Glo, 60 h; stronger effect = lower value;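 active means viability at or below a set limit, 4 SD under the median of all tested compounds, cut at about 3.7% in these data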;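 further: PTEN knockout HCT116 line with beta catenin targeted HCT116 as companion control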
Yeast growth inh = yeast BB579 growth reduction in restrictive medium; S. cerevisiae BB579 growth, OD615, 48 h; inhibition, % at 10 µM; 140,000 tested, 0.51% active; AID 804;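 active means inhibition above a set limit, 3 SD over the mean compound inhibition, cut at about 44% in these data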; further: inactives centre near -24
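Test system: DeaD yeast strain BB579 / Buffer or medium: restrictive glucose-based CSMM-D medium / Doses: single 10 µM dose / Schedule: 4 h cell preincubation, 48 h compound exposure, 30 °C humidified / Technique: culture absorbance at 615 nm / Controls: amphotericin B positive control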
bCat KO growth = beta-catenin-lacking colon tumor cell growth suppression; HCT116 beta-catenin knockout viability, CellTiter-Glo, 60 h; stronger effect = lower value; 140,000 tested, 1.5% active; viability, % at 10 µM; AID 818;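 active means viability at or under a set limit, the compound median less 4 SD, cut at about 6% in these data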;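 further: 0% = Hyamine 1622 control at 20 µM and 100% = untreated cell control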
* = called active by the depositor; · = not tested or not shown.

The line under a structure holds: Yeast lifespan up	NPY-Y2 antag	GALR2 blocker	MRP1 act	Phagocyt inh	E-sel TNF inh	Measles CPE	HCT116 PTEN-null	Yeast growth inh	bCat KO growth
O=C(Cc1csc(Nc2nc(=S)[nH]c3ccccc23)n1)NCc1cccc(Cl)c1
 : -11	5	-3	-4.7	·	5	3	79	-9	87
CCOC(=O)C1=C(C)OC(N)=C(C(=O)OCC)C1c1cccnc1 (centres undefined)
 : -21	5	12	-2.7	-2	12	2	82	12	86
CC(NC(=O)c1ccc(Br)cc1)c1ccc2c(c1)CCCC2 (centres undefined)
 : 0	6	3	5.6*	-6	·	1	84	-32	88
CCc1ccc(NC(=S)NNC(=O)c2ccccc2OC(F)F)cc1
 : -5	1	-5	-3.9	-5	·	2	22	-23	18
O=S(=O)(NCc1ccc(F)cc1)c1cccc(S(=O)(=O)N2CCOCC2)c1
 : -12	1	-15	-1.3	0	-27	21	79	-12	79
Cc1cccc2nc(CSCc3ccco3)cn12
 : -4	1	8	-1.6	-3	·	17	110	-89	100
CC(=O)c1c(C)[nH]c(C(=O)NC2CCCCC2)c1C
 : -6	3	7	-0.4	-4	8	2	104	-53	87
O=C(O)CC1(c2ccccc2)C(=O)c2ccccc2C1=O
 : ·	1	21	-0.5	0	26	4	104	-21	84
CCN(CC)CCCNC(=O)C1CCC(=O)N(c2ccc(OC)cc2)C1c1ccc(F)cc1 (centres undefined)
 : -22	5	-2	-1.8	·	·	7	99	-8	98
Cc1ccccc1-c1nc(CS(=O)CC(=O)NCCN2CCN(Cc3ccccc3)CC2)c(C)o1 (centres undefined)
 : 4	4	-2	-3.6	·	·	5	83	-8	85
Cc1ccc(C)c(S(=O)(=O)N2CCN(CC(=O)Nc3ccc([N+](=O)[O-])cc3)CC2)c1
 : -1	0	17	-2.7	·	·	11	70	-18	73
Cc1ccccc1NC(=O)NCCN1C(=O)C2C3C=CC(C3)C2C1=O (centres undefined)
 : -8	1	13	-1.2	0	·	11	114	10	93
Cc1cc(C(=O)NCC(=O)OCC(=O)N(C2CCCCC2)C2CCCCC2)ccc1[N+](=O)[O-]
 : 6	-4	-3	-1.3	-7	·	14	90	-10	91
CCn1c(CSc2nc(C)cc(C)n2)nnc1SCC(=O)Nc1cccc2ccccc12
 : -8	4	3	-3.3	0	-47	27	84	-8	92
COc1cccc(NC(=O)COC(=O)c2nc3nccc(C)n3n2)c1
 : -7	-3	-1	0.4	·	-12	76*	107	-24	99
Cc1cc(N2CCC(C(=O)N3CCN(c4cccc(C)c4C)CC3)CC2)n2ncnc2n1
 : -2	1	2	-1.9	0	·	6	58	-25	54
Cc1cc(NC(=O)Cn2c(=O)c3c(ncn3CC(C)C)n(Cc3ccccc3)c2=O)no1
 : -15	0	7	-0.8	0	-30	1	85	18	98
Cc1cc(NC(=O)C2C3C(=O)N(Cc4ccc(Cl)cc4)C(C(=O)NCc4ccccc4)C34C=CC2(C)O4)no1 (centres undefined)
 : -11	4	10	-1.4	3	6	22	82	-16	72
Cc1ccc(OCC(=O)NCc2ccccn2)c(Br)c1
 : -9	1	1	1.9	-1	·	6	101	-12	104
CN(C)c1nc(NCc2ccccc2)nc(N/N=C/c2ccc3c(c2)OCO3)n1
 : -1	5	2	-1.9	-2	-12	12	91	-39	98
Fc1ccc(NC(=S)NN=C2CCCCCC2)cc1
 : -2	4	14	-4.4	-2	-2	23	77	-30	79
Cc1ccn2cc(CNS(=O)(=O)c3ccc4c(c3)OCCO4)nc2c1
 : -3	0	0	-1.5	-1	·	6	94	-61	98
COc1cc(S(=O)(=O)N2CCN(c3ccccc3F)CC2)c(OC)cc1Cl
 : ·	2	-1	1.1	·	2	43	77	-12	84
C=CCn1c(SCc2nc(N)nc(N3CCCCC3)n2)nnc1-c1ccco1
 : -5	2	4	-2.0	0	-24	20	96	-8	89
CCc1ccc2c(c1)C(c1ccc([N+](=O)[O-])cc1)=NNC(c1ccc(C)cc1)=N2
 : 1	1	15	-5.5	-3	-10	1	32	-40	39
CCC(=O)Oc1ccc(C/C(=N\O)c2ccc(O)cc2O)o1
 : -13	-1	1	-2.1	1	-27	12	79	-2	82
N#CC1=C(N)NC(SCc2ccc(Br)cc2)=C(C#N)C12CCCCC2
 : ·	-4	-1	-6.0	·	20	7	50	-23	61
Cn1cccc1/C=N/n1c(-c2ccc(Cl)cc2Cl)n[nH]c1=S
 : -18	2	-5	-1.1	0	-47	11	103	-70	93
CC(Sc1nnnn1C)C(=O)Nc1ccc(N2CCOCC2)cc1 (centres undefined)
 : -12	6	22	-0.8	0	-18	11	108	-55	102
O=C1c2ccccc2C(Nc2ccc3c(c2)OCCO3)N1Cc1ccco1 (centres undefined)
 : -10	0	6	-2.8	1	·	3	70	-9	63
FC(F)(F)c1cc(Oc2ccc(Cl)cc2)nc(-c2ccccn2)n1
 : -1	1	3	-1.2	·	17	8	98	-27	88
CC(C)(C)c1[nH]nc2c1C(c1ccoc1)C(C#N)=C(N)O2 (centres undefined)
 : 6	1	9	-2.7	·	-3	9	85	-22	83
Nc1nc(-c2ccco2)cs1
 : -11	1	7	-2.1	-1	·	2	95	-29	91
COc1ccc(C2C(C#N)=C(C)NC3=C2C(=O)CC(C)(C)C3)cc1 (centres undefined)
 : -7	1	-8	0.2	-1	17	1	98	-2	100
COC(=O)NC1(C(F)(F)F)C(=O)NC(C)=C1C(=O)OC (centres undefined)
 : -7	2	14	-0.7	-2	7	6	108	-15	104
Oc1ccc(Br)cc1-c1cc(-c2ccco2)[nH]n1
 : -15	0	8	-5.7	·	-7	4	53	-7	40
CC1CC(NC(=O)CCn2c(=O)oc3ccccc32)CC(C)(C)C1 (centres undefined)
 : -5	5	8	-1.3	-1	5	6	72	-11	75
COc1ccc(-c2nn(C)c(=O)c3ccccc23)cc1CNC(=O)c1ccco1
 : -13	2	-12	-2.1	·	14	10	85	-15	76
CCOC(=O)CC(NC(=O)Cc1ccc(F)cc1)c1ccccc1Cl (centres undefined)
 : -3	3	-10	-1.7	-14	9	7	96	-9	92
O=C(O)[C@H]1CCC(=O)N1Cc1ccco1
 : -2	-1	-1	-0.9	-1	43	18	108	-17	104

Arranged by value in Yeast lifespan up (smallest number first): 3 from the list above.
smiles | Yeast lifespan up | NPY-Y2 antag | GALR2 blocker | Phagocyt inh | E-sel TNF inh | Measles CPE | Yeast growth inh
Cn1cccc1/C=N/n1c(-c2ccc(Cl)cc2Cl)n[nH]c1=S | -18 | 2 | -5 | 0 | -47 | 11 | -70
Nc1nc(-c2ccco2)cs1 | -11 | 1 | 7 | -1 | · | 2 | -29
O=C1c2ccccc2C(Nc2ccc3c(c2)OCCO3)N1Cc1ccco1 (centres undefined) | -10 | 0 | 6 | 1 | · | 3 | -9

Next part
The line under a structure holds: Yeast lifespan up	NPY-Y2 antag	GALR2 blocker	MRP1 act	Phagocyt inh	E-sel TNF inh	Measles CPE	HCT116 PTEN-null	Yeast growth inh	bCat KO growth
COc1ccc(NC(=O)CCC(=O)OC(C(=O)c2ccccc2)c2ccccc2)cc1 (centres undefined)
 : -5	3	3	-4.9	-1	-46	13	102	-17	98
Cc1c(N2C(=O)c3ccc(Br)cc3C2=O)c(=O)n(-c2ccccc2)n1C
 : -2	1	4	0.5	·	-30	12	92	-24	106
COC(=O)CC(NC(=O)c1ccc(C)cc1)c1ccccc1 (centres undefined)
 : 9	3	10	-0.8	1	-4	4	104	-62	97
CN(C)c1nc(Oc2ccc(=O)[nH]n2)nc(N2CCCCC2)n1
 : -2	2	8	-0.8	1	-6	17	80	6	90
CCOC(=O)c1cc(=O)n(Cc2ccccc2C)c2ccccc12
 : -2	10	-2	-2.3	0	-5	1	91	-21	91
C=CCn1c(SCC(=O)c2[nH]c(C)c(C(=O)OCC)c2C)nc2scc(-c3ccc(OC)cc3)c2c1=O
 : 6	1	18	-5.0	-1	-24	2	1.6*	-12	1.7*
Cc1ccc(S(=O)(=O)NCCN2CCOCC2)cc1C
 : -12	5	9	-0.5	0	-83	8	98	26	95
Cc1ccc(C2SCC(=O)N2Cc2cn3ccsc3n2)o1 (centres undefined)
 : -9	-1	0	-2.7	0	·	15	92	4	89
COC(=O)CCC/C=C1/SCC(NC(=O)c2ccccc2)C1=O (centres undefined)
 : 4	-2	10	3.1	0	-20	4	89	-16	86
COC(=O)C1=C(C)C(c2cccs2)NC(=O)N1C (centres undefined)
 : -2	2	-4	-2.7	·	-20	3	97	-19	106
O=C(NCCCN1CCOCC1)c1cn(-c2ccccc2)nc1-c1cccs1
 : -9	-2	-8	-1.2	0	-1	2	87	-18	87
Cc1occc1C(=O)N1CCN(C(c2ccccc2)c2ccccc2)CC1
 : -4	-1	-1	-1.0	2	-5	4	67	-25	79
COc1ccc(OC)c(N2Cc3cc(C)c(C)cc3C2)c1
 : 7	3	6	-0.9	-1	-21	19	86	-6	103
Cc1c(C(=O)N2CCN(c3ccc(C(F)(F)F)cn3)CC2)oc2ccccc12
 : -12	12	-13	-0.6	-1	·	11	96	-26	98
O=C(NCc1ccccc1)c1ccc2c(c1)OCCO2
 : -9	0	1	0.0	·	-29	2	77	21	92
NS(=O)(=O)c1cccc(NC(=O)COC(=O)CCSc2ccccc2)c1
 : 0	5	8	0.1	-2	·	17	94	-43	98
CCN(C(=O)CN1CCN(S(=O)(=O)c2ccccc2C(F)(F)F)CC1)c1c(N)n(Cc2ccccc2)c(=O)[nH]c1=O
 : 2	2	5	-0.6	-4	·	8	98	-44	93
CCC1(c2ccccc2)NC(=S)N(c2cccc(C)c2C)N1 (centres undefined)
 : -1	4	5	0.5	-3	·	2	84	-25	79
COCCCNC(=O)c1ccc(NS(C)(=O)=O)cc1
 : -1	1	-5	-0.7	-1	-18	6	105	-30	114
Cc1oc2ccc(O)c(CN3CCOCC3)c2c1C(C)O (centres undefined)
 : ·	1	-1	-2.6	·	-14	14	98	-22	101
Cc1ccc(S(=O)(=O)NC2=C(N3CCN(c4ccccc4F)CC3)C(=O)c3ccccc3C2=O)cc1
 : -11	-2	4	-0.4	·	·	14	56	-76	65
O=C(Nc1ccccc1C(=O)NC(Cc1ccccc1)C(=O)NC1CCCCCC1)c1ccccc1 (centres undefined)
 : -21	4	-4	-2.5	·	-47	2	76	-47	61
Cc1ccc(NC(=O)c2cncc(Br)c2)c([N+](=O)[O-])c1
 : -2	0	21	-0.7	·	·	8	90	-32	112
Cc1cnc(C(=O)Nc2ccccc2C(=O)N2CCOCC2)cn1
 : -1	-1	8	-0.3	-2	-5	15	108	-17	98
O=C(NCC1CCCO1)c1ccc(NC(=O)C2CC=CCC2C(=O)O)cc1 (centres undefined)
 : -1	1	3	-1.0	3	-6	23	105	-14	92
Cc1cc(Cl)ccc1OCC(=O)NCCOc1nc(N2CCCCC2)nc(N2CCOCC2)n1
 : 1	0	-3	-3.3	0	·	9	94	-22	93
COC(=O)C1=C(CSc2nc3ccccc3s2)NC(=O)NC1c1ccc(F)cc1 (centres undefined)
 : 4	2	-3	-0.8	-2	-21	2	55	-21	58

Assay outcomes (PubChem BioAssay)
